# Source: PubChem
# Bfl-1 Bim block: inhibitors of Bim-Bfl-1 interaction, human; inhibition, % at 10 µM; 0.12% of 190,000 active; Bead-based flow cytometry, Bim-Bfl-1 binding inhibition; AID 1008;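 also: 0% = wells without compound plus tracer and 100% = blocker peptide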
# GSH bead fluor: compound fluoresces at 488/530 nm on GSH beads; GSH beads flow cytometry, compound fluorescence 488/530 nm; hits give high values; fluorescence (KMESF) at 10 µM; 0.25% of 190,000 active; AID 1776; in the data active = fluorescence above about 89;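 also: glutathione beads carrying GST-tagged Bcl family fusion proteins plus one bare bead set; values are compound well signal with DMSO vehicle wells as background; inactives centre near 16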
# Mcl1-Bid inh: Mcl-1/Bid interaction inhibition. Q07820. TR-FRET Mcl-1/Bid-Dy647 peptide binding, 1536-well. inhibition, % at 21.7 µM. 0.97% of 220,000 active;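 active = compounds that cut the binding signal by more than half at the single screening dose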;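 also: His-tagged Mcl-1 with europium anti-His antibody binding Bid BH3 peptide; 0% = Mcl-1 plus peptide wells and 100% = peptide-only wells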
# Target sequence (Q07820 whole entry, looked up): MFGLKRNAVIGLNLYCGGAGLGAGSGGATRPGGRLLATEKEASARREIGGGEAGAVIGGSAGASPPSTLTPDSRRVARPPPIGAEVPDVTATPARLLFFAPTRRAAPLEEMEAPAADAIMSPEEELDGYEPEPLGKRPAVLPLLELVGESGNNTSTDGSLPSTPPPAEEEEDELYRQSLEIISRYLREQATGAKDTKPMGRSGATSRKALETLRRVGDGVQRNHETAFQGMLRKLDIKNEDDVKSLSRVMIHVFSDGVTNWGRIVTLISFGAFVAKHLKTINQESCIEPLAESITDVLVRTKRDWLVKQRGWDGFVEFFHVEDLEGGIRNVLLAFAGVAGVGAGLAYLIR
# Bcl-2 Bim block: human Bim-Bcl-2 interaction inhibition; 0.06% of 190,000 active; inhibition, % at 10 µM; Bead-based flow cytometry, Bim peptide-Bcl-2 binding; in the data active = inhibition above about 40%; inconclusive = no clear call, values can overlap the other calls;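 also: 0% = no compound wells with probe peptide and 100% = reference peptide inhibitor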
# Target sequence (P10415 whole entry, looked up): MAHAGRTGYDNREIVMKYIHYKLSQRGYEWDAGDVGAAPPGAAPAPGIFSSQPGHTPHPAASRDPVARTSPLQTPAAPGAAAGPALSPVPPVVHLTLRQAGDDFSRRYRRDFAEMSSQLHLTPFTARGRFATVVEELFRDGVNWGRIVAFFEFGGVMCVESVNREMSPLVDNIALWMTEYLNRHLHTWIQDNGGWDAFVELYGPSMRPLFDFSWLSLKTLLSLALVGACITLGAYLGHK
# RGS4-Gao reg: modulates binding of RGS4 to human Galphao; binding response (% of control), % at 10 µM; P09471; Multiplexed bead flow cytometry; actives lie on both sides; 0.33% of 220,000 active; in the data active = binding response below about 49% or above about 150%; inactive = in between;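 also: fluorescent Galphao activated with aluminum fluoride binding bead-coupled RGS4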
# Target sequence (P09471 whole entry, looked up): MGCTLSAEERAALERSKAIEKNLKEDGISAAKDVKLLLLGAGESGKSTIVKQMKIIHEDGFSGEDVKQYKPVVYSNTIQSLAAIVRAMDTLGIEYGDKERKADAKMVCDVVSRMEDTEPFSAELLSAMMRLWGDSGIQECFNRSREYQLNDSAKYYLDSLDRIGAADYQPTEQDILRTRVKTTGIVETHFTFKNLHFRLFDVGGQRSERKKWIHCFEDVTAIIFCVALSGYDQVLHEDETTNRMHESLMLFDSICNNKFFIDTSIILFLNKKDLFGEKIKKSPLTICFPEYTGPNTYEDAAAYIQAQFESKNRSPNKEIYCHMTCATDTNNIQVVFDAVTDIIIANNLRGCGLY
# RGS7-Gao reg: human RGS7-Galphao interaction regulation; P09471; Multiplexed bead flow cytometry, RGS7-Galphao binding; actives lie on both sides; binding response (% of control), % at 10 µM; 0.35% of 220,000 active; in the data active = binding response below about 49% or above about 150%; inconclusive = no clear call, values can overlap the other calls; inactive = in between;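 also: fluorescent Galphao held in activated GDP-AlF4 state binding bead-coupled RGS7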
# Bim-Bcl-B: inhibitors of Bim-Bcl-B interaction, human. Q9HD36. bead-based flow cytometry, Bim peptide-Bcl-B binding. inhibition, % at 10 µM. AID 951. 0.073% of 190,000 active;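 also: 0% = tracer peptide without compound and 100% = reference inhibitor peptide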
# Bim-Bcl-XL: inhibitors of Bim-Bcl-XL interaction, human | Q07817 | Bim peptide-Bcl-XL binding, bead flow cytometry, fluorescence | inhibition, % at 10 µM | 0.04% of 190,000 active | AID 1007
# Bcl-W Bim block: human Bim-Bcl-W interaction inhibition; Q92843; bead-based flow cytometry, Bim peptide-Bcl-W binding; inhibition, % at 10 µM; 0.02% of 190,000 active;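 also: 0% = bound tracer without compound and 100% = peptide blocker; higher means less fluorescent Bim peptide bound to Bcl-W beads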
# Bim-Mcl-1: inhibitors of Bim-Mcl-1 interaction, human | Q07820 | Bead-based flow cytometry, Bim peptide-Mcl-1 binding | inhibition, % at 10 µM | 0.1% of 190,000 active | AID 1009;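 also: 0% = no compound tracer wells and 100% = peptide blocker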
# RGS8-Gao reg: modulates binding of RGS8 to human Galphao. response (percent of control binding), % at 10 µM. P09471. 0.34% of 220,000 active. AID 1423. multiplexed bead flow cytometry; actives lie on both sides; in the data active = response below about 60% or above about 140%; inactive = in between;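 also: Galphao activated as the GDP aluminium fluoride complex binding bead-coupled RGS8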
# * marks the source's active call; other numbers are inactive results; u = inconclusive. Rule as the data show it, unless noted: active = inhibition above about 40%.
# Every second line gives: Bfl-1 Bim block, GSH bead fluor, Mcl1-Bid inh, Bcl-2 Bim block, RGS4-Gao reg, RGS7-Gao reg, Bim-Bcl-B, Bim-Bcl-XL, Bcl-W Bim block, Bim-Mcl-1, RGS8-Gao reg
C=CCc1ccccc1OCC(O)CN(C(C)C)C(C)C (stereo not drawn)
 : -17, 24, -24, -6, 101, 101, -4, -3, -3, -1, 101
COc1ccc(N2C(=O)CC(n3c(CCCCO)nc4ccccc43)C2=O)cc1 (stereo not drawn)
 : -8, 19, -21, -2, 105, 103, -2, -3, -5, -3, 94
CC1Cc2ccccc2N1C(=O)CSc1nnc2c(n1)[nH]c1ccc(F)cc12 (stereo not drawn)
 : 9, 27, -9, -20, 99, 97, -48, -21, -22, -26, 100
O=C(NC1CCCC1)C(c1ccc(F)cc1)N(Cc1ccc(F)cc1)C(=O)CCl (stereo not drawn)
 : -6, 9, -20, -6, 103, 99, -6, -4, 0, -2, 105
CC1=Nc2ccccc2/C1=C/c1nc(-c2ccc(C)s2)oc1O
 : 1, 76, -8, -2, 93, 91, -2, 0, 0, -3, 97
O=C(NC(=S)Nc1cc(Cl)ccc1N1CCOCC1)c1ccc(-c2cccc(Cl)c2)o1
 : -4, 25, -16, -3, 100, 99, -3, 1, 0, 0, 99
Cc1c(Cl)ccc2c1NC(=O)C21NC(CCC(N)=O)[C@H]2C(=O)N(c3ccc(Cl)cc3)C(=O)[C@H]21 (stereo partly drawn)
 : -11, 16, -2, -6, 97, 97, -6, -6, 1, -1, 98
Cc1ccc(S(=O)(=O)CCc2ccccn2)cc1
 : -1, 19, -18, -4, 97, 100, -2, -4, -2, -2, 100
CC(C)/C=N/NC(=O)c1cccc(N2CCCC2=O)c1
 : -9, 12, 2, -4, 97, 99, -10, -8, -5, -5, 98
N#CCSc1nnc(Nc2ccccc2)s1
 : -5, 18, -51, -5, 94, 94, -4, 0, -4, -7, 98
Nc1cc(S(=O)(=O)N2CCCCC2)ccc1N1CCOCC1
 : -5, 9, -11, -1, 100, 105, 0, -1, 0, 0, 104
COc1ccccc1C(=O)NC(CCSC)C(=O)NCC(c1ccco1)N(C)C (stereo not drawn)
 : -3, 16, -5, 2, 100, 104, -3, 0, 2, 4, 103
CCSc1nnc(NC(=O)CSc2nccn2-c2cccc(C)c2C)s1
 : -4, 26, -28, 0, 104, 105, 0, -4, 0, -5, 105
N#Cc1ccc(-c2csc(NC(=O)c3ccc(S(=O)(=O)N4CCc5ccccc5C4)cc3)n2)cc1
 : -4, 11, -10, -2, 101, 99, -9, -9, -4, -5, 100
COC(=O)CCC(=O)COc1ccc(OC)cc1C#N
 : 0, 17, -8, -3, 104, 102, -1, -2, -6, -2, 101
Cc1ccc2cc(CN(CCN(C)C)C(=S)Nc3ccccc3)c(=O)[nH]c2c1C
 : 0, 24, -59, 5, 100, 101, -8, 0, 4, 2, 103
CC(=O)c1ccc(NC(=O)C2CCCN(C(=O)c3ccc(Cl)cc3)C2)cc1 (stereo not drawn)
 : -5, 10, -1, 0, 101, 101, -2, 0, 0, 2, 104
Cc1ccccc1-n1nc(C)c(N=O)c1N
 : 0, 12, 2, -1, 102, 102, -1, 0, 2, 0, 102
COC(=O)CSc1nnc(CSc2nc(C)cc(C)n2)o1
 : -2, 24, -8, -1, 105, 101, -4, 0, -3, -1, 105
O=C(CCc1ccccc1)N1CCN(c2ccc(F)cc2)CC1
 : -2, 17, -19, -2, 101, u, -2, -4, -3, 0, 102
C=CCNc1nc(SC)nc2ccsc12
 : -12, 26, -22, -6, 98, 97, -5, -9, -4, -3, 99
COc1cccc(N2CCN(C(=O)c3[nH]c(C)c(C(C)=O)c3C)CC2)c1
 : 17, 14, -16, 14, 94, 96, 10, 12, 3, 11, 82
COc1ccc(OC)c(C2=C/C(=C/c3ccccn3)C(=O)O2)c1
 : 7, 25, -7, 0, 104, 109, -2, -2, -5, -3, 103
CCn1nc(NC(=O)c2ccccn2)c2cc3cccc(C)c3nc21
 : -1, 27, -6, -2, 97, 97, -1, -2, 0, 0, 98
C=CCn1c(O)c(N=NC(=S)Nc2cccc(OC)c2)c2ccccc21
 : 1, 20, -37, 6, 105, 104, -14, 0, 2, 1, 103
Cc1cc([N+](=O)[O-])cc2c1NC(c1ccccn1)C1CC=CC21 (stereo not drawn)
 : 29, 9, -9, 2, 97, 95, 0, 0, 4, 3, 99
COC(=O)c1cc(C(=O)OC)cc(N2C(=O)CN=C2Nc2nc(C)cc(C)n2)c1
 : -17, 33, -9, -7, 105, 99, -7, -7, 0, 0, 104
COc1ccc(/C=C/C(=O)NCCCc2ccccc2)cc1OC
 : -1, 7, -13, -2, 100, 100, -6, -5, -1, -5, 106
CCOC(=O)C1=C2c3cc(OC)c(OC)cc3CC(C)(C)N2C(=O)C1=O
 : 0, 14, -61, 1, 97, 98, -3, -4, 0, 1, 101
c1ccc(-c2ncc(-c3ccn[nH]3)s2)cc1
 : -8, 9, 0, 2, 100, 104, 0, -1, 2, 3, 108
O=C(NCc1ccc2c(c1)OCO2)c1cccc2c1C(=O)N(C1CCCCC1)C2
 : -6, 14, -11, -3, 94, 94, -2, -4, -4, 0, 98
CCC(=O)Nc1ccc(C(=O)CSc2nnc(-c3cccnc3)o2)cc1
 : -2, 23, 4, 0, 96, 97, -1, -2, -3, 0, 100
O=C(Nc1ccc(C(=O)O)cc1)/C(=C\c1ccc([N+](=O)[O-])cc1)NC(=O)c1ccc(Br)cc1
 : 7, 14, -19, 0, 87, 86, 3, 0, 0, 0, 77
CC1CCCN(Cc2nc3c(c(=O)n(C)c(=O)n3C)n2CCCc2ccccc2)C1 (stereo not drawn)
 : -11, 25, -11, -8, 98, 94, -7, 1, -1, -2, 98
CCOCCCNC(=O)c1ccc(OC)cc1
 : 2, 13, -25, 0, 106, 111, 0, 0, 0, 0, 120
O=C(O)CCC(=O)NNC(=O)COc1ccc2ccccc2c1Br
 : -2, 17, -24, -2, 95, 97, 0, 0, -1, -2, 95
CCOC(=O)C1(CCOC)CCN(Cc2ccncc2)CC1
 : -1, 10, -30, 0, 100, 101, -4, -3, 0, 0, 99
O=C(c1ccc([N+](=O)[O-])cc1)N1CCN(C(=O)c2cccs2)CC1
 : -1, 5, 1, -1, 102, 100, -1, -1, -1, 0, 99
O=C(NCc1nc2ccccc2[nH]1)C1=C[C@@H](c2ccc(Br)cc2)C[C@@H](OCc2ccc(CO)cc2)O1
 : 6, 19, 2, 5, 112, 113, 5, -1, -2, 4, 108
CCC(=O)N1c2ccccc2NC2=C(C(=O)CC(c3ccco3)C2)C1c1ccco1 (stereo not drawn)
 : -12, 46, -7, -6, 84, 85, -8, -4, 5, -2, 86

# Just RGS7-Gao reg and Bcl-W Bim block, for some of the entries so far:
mol	RGS7-Gao reg	Bcl-W Bim block
COc1ccccc1C(=O)NC(CCSC)C(=O)NCC(c1ccco1)N(C)C (stereo not drawn)	104	2
CCSc1nnc(NC(=O)CSc2nccn2-c2cccc(C)c2C)s1	105	0

# Later entries:
# Every second line gives: Bfl-1 Bim block, GSH bead fluor, Mcl1-Bid inh, Bcl-2 Bim block, RGS4-Gao reg, RGS7-Gao reg, Bim-Bcl-B, Bim-Bcl-XL, Bcl-W Bim block, Bim-Mcl-1, RGS8-Gao reg
O=C(O)c1ccccc1-c1ccccc1C(=O)Nc1ccccc1
 : -3, 28, 9, -3, 103, 99, -2, -1, 0, 0, 100
Cc1cccc(-c2nnn(Cc3nnc(NC(=O)c4ccccc4)s3)n2)c1
 : -7, 47, -11, -7, 100, 97, -5, 3, 1, 2, 99
CCSC(=Nc1ccccc1)Nc1ccccc1
 : 3, 16, -4, -3, 101, u, 4, 0, 0, 12, 101
O=S1(=O)CCC(NS(=O)(=O)c2cccc3cccnc23)C1 (stereo not drawn)
 : -3, 30, -2, 0, 98, 97, -1, -4, -2, -4, 102
O=C(O)C1CCC(=O)N(C2CC2)C1c1ccccc1 (stereo not drawn)
 : -7, 14, -3, -4, 100, 100, -3, 0, 4, 0, 99
Cc1cccc(NC(=S)NNC(=O)c2ccco2)c1
 : -10, 32, -51, -15, 103, 103, -9, -6, -1, -3, 102
CCSc1nnc(NC(=O)CSc2nnc(CNC(=O)c3ccc(OC)cc3)o2)s1
 : -3, 5, -11, -3, 103, 108, -6, -7, -2, -3, 103
CCOC(=O)CC(NC(=O)c1cc2ccccc2oc1=O)c1cccc([N+](=O)[O-])c1 (stereo not drawn)
 : -17, 11, 15, -9, 105, 103, -7, -4, -4, -1, 104
Cc1ccc(C)c(N2CCN(C(=O)C3CCCCN3S(=O)(=O)c3ccc(F)cc3)CC2)c1 (stereo not drawn)
 : 0, 12, -25, -1, 104, 105, 0, 1, 0, 0, 106
COC(=O)c1ccccc1NC(=O)NCc1ccco1
 : -10, 28, -35, -5, 105, 105, -2, 0, 3, 3, 106
CCc1ccc(-c2csc(NC(=O)Oc3ccccc3)n2)cc1
 : 0, 10, -16, -1, 102, 96, -6, -2, -3, -14, 101
O=C1c2ccccc2NC(c2ccc(-c3cccc([N+](=O)[O-])c3)o2)N1O (stereo not drawn)
 : -2, 7, -54, -3, 104, 104, -4, -5, 0, -2, 103
C[N+]1(CC(O)COc2ccccc2)CCN(C(=O)c2ccc([N+](=O)[O-])cc2)CC1 (stereo not drawn)
 : -9, 10, -1, -10, 104, 104, -9, -6, -2, -5, 101
Cc1c(C)n(CC(O)CN2CCCCCC2)c2ccccc12 (stereo not drawn)
 : -8, 9, -9, -12, 106, 105, -9, -7, -1, -2, 108

# A second format for 13 compounds above.
structure	Bfl-1 Bim block	GSH bead fluor	Mcl1-Bid inh	Bcl-2 Bim block	RGS4-Gao reg	RGS7-Gao reg	Bim-Bcl-B	Bim-Bcl-XL	Bcl-W Bim block	Bim-Mcl-1	RGS8-Gao reg
CC(=O)c1ccc(NC(=O)C2CCCN(C(=O)c3ccc(Cl)cc3)C2)cc1 (stereo not drawn)	-5	10	-1	0	101	101	-2	0	0	2	104
Cc1ccccc1-n1nc(C)c(N=O)c1N	0	12	2	-1	102	102	-1	0	2	0	102
COC(=O)CSc1nnc(CSc2nc(C)cc(C)n2)o1	-2	24	-8	-1	105	101	-4	0	-3	-1	105
O=C(CCc1ccccc1)N1CCN(c2ccc(F)cc2)CC1	-2	17	-19	-2	101	u	-2	-4	-3	0	102
C=CCNc1nc(SC)nc2ccsc12	-12	26	-22	-6	98	97	-5	-9	-4	-3	99
COc1cccc(N2CCN(C(=O)c3[nH]c(C)c(C(C)=O)c3C)CC2)c1	17	14	-16	14	94	96	10	12	3	11	82
COc1ccc(OC)c(C2=C/C(=C/c3ccccn3)C(=O)O2)c1	7	25	-7	0	104	109	-2	-2	-5	-3	103
CCn1nc(NC(=O)c2ccccn2)c2cc3cccc(C)c3nc21	-1	27	-6	-2	97	97	-1	-2	0	0	98
C=CCn1c(O)c(N=NC(=S)Nc2cccc(OC)c2)c2ccccc21	1	20	-37	6	105	104	-14	0	2	1	103
Cc1cc([N+](=O)[O-])cc2c1NC(c1ccccn1)C1CC=CC21 (stereo not drawn)	29	9	-9	2	97	95	0	0	4	3	99
COC(=O)c1cc(C(=O)OC)cc(N2C(=O)CN=C2Nc2nc(C)cc(C)n2)c1	-17	33	-9	-7	105	99	-7	-7	0	0	104
COc1ccc(/C=C/C(=O)NCCCc2ccccc2)cc1OC	-1	7	-13	-2	100	100	-6	-5	-1	-5	106
CCOC(=O)C1=C2c3cc(OC)c(OC)cc3CC(C)(C)N2C(=O)C1=O	0	14	-61	1	97	98	-3	-4	0	1	101
